Assay outcomes (PubChem BioAssay)
JMJD2A Tudor: qHTS Assay for Inhibitors of JMJD2A-Tudor Domain. Lysine-specific demethylase 4A (Homo sapiens), O75164. AlphaScreen JMJD2A-Tudor / H3K4me3 peptide binding. Potency, µM (series often up to 114 µM), inactives show top-dose activity change, negative = inhibition, hits mostly inhibitors. 390,000 tested, 4.4% active. AID 504339, 2011; further: on the % scale 0 is the no-effect control and ±100 the full control effect; nearly all actives have a fitted effect of over 50% in size
Pol kappa inh: qHTS for Inhibitors of Polymerase Kappa. 400,000 tested, 0.53% active. Potency, µM (highest dose often 107 µM), for the others: at the highest dose activity, negative = inhibition, most hits filed as inhibitors. DNA polymerase kappa (Homo sapiens), Q9UBT6. AID 588579, 2011. purified Pol kappa, fluorescent DNA synthesis assay, 10 min; further: on the % scale 0 is the no-effect control and ±100 the full control effect
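Enzyme at 10 nM met test compounds for 15 min at room temperature. Substrate addition (50 nM final) began the reaction, which was monitored by fluorescence at 0 and 10 min.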
APE1 inh: qHTS Assay for Inhibitors of the Human Apurinic/apyrimidinic Endonuclease 1 (APE1). DNA repair nuclease/redox regulator APEX1 (Homo sapiens), P27695. recombinant APE1, TAMRA/BHQ-2 abasic DNA cleavage fluorescence. Potency, µM (highest dose often 65.8 µM), inactives show at the highest dose activity change, negative = inhibition, usual class: inhibitors. 350,000 tested, 0.35% active. AID 2517, 2012;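 further: plate controls were vehicle for no effect and reference inhibitor for full effect; nearly all actives have a fitted effect of over 55% in size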
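Enzyme (0.75 nM final) and test compound are incubated 15 min at room temperature before adding 50 nM quenched THF abasic-site duplex. Cleavage dequenches TAMRA, followed at 525/598 nm over three reads one minute apart.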
G9a inh: qHTS Assay for Inhibitors of Histone Lysine Methyltransferase G9a; G9a H3K9 monomethylation, AlphaScreen, 2 h; Potency, µM (series often up to 102 µM), for the others: at the top dose activity, negative = inhibition, hits mostly inhibitors; 350,000 tested, 8.8% active; AID 504332, 2011; further: on the % scale 0 is the no-effect control and ±100 the full control effect; nearly all actives have a fitted effect of over 75% in size
Target sequence (Q96KQ7 913-1193 limits assumed): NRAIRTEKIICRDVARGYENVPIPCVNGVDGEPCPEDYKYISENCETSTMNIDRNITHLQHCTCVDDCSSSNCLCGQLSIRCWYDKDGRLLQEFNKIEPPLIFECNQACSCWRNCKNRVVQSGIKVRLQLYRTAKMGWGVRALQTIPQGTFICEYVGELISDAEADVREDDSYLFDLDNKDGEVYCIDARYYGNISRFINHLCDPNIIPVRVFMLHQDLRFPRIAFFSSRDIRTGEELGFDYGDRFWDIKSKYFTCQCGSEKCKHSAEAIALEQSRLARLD
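Signal arises when biotinylated H3K9 peptide, once monomethylated, bridges streptavidin donor and antibody-captured acceptor beads. Enzyme at 20 nM was preincubated 15 min with test compounds; peptide 500 nM and SAM 20 uM then reacted for 2 h.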
BLM inh: qHTS Assay for Inhibitors of Bloom's syndrome helicase (BLM). recombinant BLM DNA unwinding, fluorescence dequenching. Potency, µM (doses to about 56.1 µM), inactives show at the top dose activity change, negative = inhibition, most hits filed as inhibitors. 350,000 tested, 0.2% active;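 further: plate controls were vehicle for no effect and no enzyme for full effect; nearly all actives have a fitted effect of over 35% in size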
BAZ2B inh: qHTS Assay for Inhibitors of BAZ2B. AlphaScreen BAZ2B-H3K14Ac peptide displacement. Potency, µM (top dose mostly 114 µM), inactives show at the highest dose activity change, negative = inhibition, most hits filed as inhibitors. 360,000 tested, 4.4% active. AID 504333, 2011; further: on the % scale 0 is the no-effect control and ±100 the full control effect; nearly all actives have a fitted effect of over 60% in size
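In this displacement format the biotinylated H3(5-23) peptide acetylated at Lys14 serves as ligand at 50 nM, with BAZ2B at 50 nM in PBS pH 7.4 containing 0.01% Tween-20. Donor and acceptor beads are 10 ug/mL final.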
POLI inh: qHTS for Inhibitors of Polymerase Iota; Potency, µM (top dose mostly 115 µM), for inactives: at the highest dose activity, negative = inhibition, hits mostly inhibitors; DNA polymerase iota (Homo sapiens), Q9UNA4; AID 588590, 2011; 390,000 tested, 1% active; Pol iota fluorescent replication assay, 10 min
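Fluorescent replication assay read twice, at 0 min and 10 min after adding 50 nM (final) substrate. Enzyme (10 nM) and compounds were first incubated 15 min at room temperature; enzyme-free buffer wells were negative controls.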
Pol eta inh: qHTS for Inhibitors of Polymerase Eta | DNA polymerase eta (Homo sapiens), Q9Y253 | recombinant Pol eta, fluorescent DNA replication assay | Potency, µM (titrated, usually from 114 µM), without a hit: at the top dose activity change, negative = inhibition, hits mostly inhibitors | 390,000 tested, 1.2% active; further: on the % scale 0 is the no-effect control and ±100 the full control effect
Target sequence (Q9Y253 whole entry, looked up): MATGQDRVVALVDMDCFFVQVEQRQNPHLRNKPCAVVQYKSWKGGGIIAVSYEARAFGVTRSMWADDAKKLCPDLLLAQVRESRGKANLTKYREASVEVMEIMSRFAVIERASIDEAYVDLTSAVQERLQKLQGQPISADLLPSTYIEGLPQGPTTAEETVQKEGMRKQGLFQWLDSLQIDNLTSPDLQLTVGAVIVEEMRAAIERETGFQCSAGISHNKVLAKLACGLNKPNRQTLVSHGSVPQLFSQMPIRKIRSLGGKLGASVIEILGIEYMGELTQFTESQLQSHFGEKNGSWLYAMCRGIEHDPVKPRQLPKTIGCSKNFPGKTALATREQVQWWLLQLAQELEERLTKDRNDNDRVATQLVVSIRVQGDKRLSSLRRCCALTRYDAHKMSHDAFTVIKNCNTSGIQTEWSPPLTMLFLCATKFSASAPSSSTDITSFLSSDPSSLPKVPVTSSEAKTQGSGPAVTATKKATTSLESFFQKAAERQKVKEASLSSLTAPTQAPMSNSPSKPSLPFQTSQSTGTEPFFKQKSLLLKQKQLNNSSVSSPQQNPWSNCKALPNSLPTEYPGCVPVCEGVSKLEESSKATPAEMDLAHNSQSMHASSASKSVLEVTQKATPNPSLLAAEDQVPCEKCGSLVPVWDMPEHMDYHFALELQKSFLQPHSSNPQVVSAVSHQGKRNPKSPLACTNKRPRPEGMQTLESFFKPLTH
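Pol eta (10 nM) was preincubated with compounds for 15 min at room temperature, after which fluorescent replication substrate (50 nM final) was added to start the reaction. Fluorescence was read kinetically at 0 and 10 min.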
POLB inh: qHTS Assay for Inhibitors of DNA Polymerase Beta | P06746 | Pol beta primer extension/strand displacement, fluorescence kinetic | Potency, µM (top dose mostly 114 µM), inactives show at the top dose activity change, negative = inhibition, most hits filed as inhibitors | 340,000 tested, 1.3% active; further: on the % scale 0 is the no-effect control and ±100 the full control effect
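Homogeneous kinetic assay of primer extension and strand displacement by 10 nM Pol beta, preincubated 15 min at room temperature with compound before 50 nM substrate (final) was added. Read at 0 and 10 min; four-parameter Hill fit.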
* = called active by the depositor; ? = inconclusive; · = no result given; & = joins results of further samples; [ ] = dose if it differs, or a comment. The call rests on the fitted dose curve; in most records, active means well fitted curve in the direction sought with a large enough effect; inconclusive means small, poorly fitted or top-dose-only effect, or another doubt; inactive means no such curve, though single readings can be large; an effect the other way counts as inactive or inconclusive. Potency means the concentration at half of the fitted maximal effect. The list is partial; the hit share may differ from the screen's.

mol	POLI inh	Pol kappa inh	G9a inh	APE1 inh	POLB inh	BLM inh	BAZ2B inh	JMJD2A Tudor	Pol eta inh
Cc1ccc(C(=O)Nc2cccc(S(=O)(=O)N3CCOCC3)c2)cc1[N+](=O)[O-]	-13.7%	-6.9%	1.5%	6.1%	0.6%	-2.0%	-22.6%	-34.1%	-8.0%
Cc1cccc(C(=O)NC(C(=O)Nc2ccc(S(=O)(=O)Nc3nccs3)cc2)C(C)C)c1 (stereo not given)	7.5%	-18.5%	·	·	·	·	·	-13.5%	-5.1%
O=C(NC1CCCCC1)N1CCN(c2ncccn2)CC1	-11.1%	-0.2%	9.2%	-1.1%	-22.1%	-4.3%	5.2%	-3.5%	-12.1%
COc1cccc(-c2ncc3ccccc3c2COC(=O)c2ccc(C(F)(F)F)cc2)c1	17.9%	-1.4%	7.5%[0.501 µM]	0.8%	·	·	3.1%	-22.1%	-16.1%
Cc1cc(S(=O)(=O)N2CCCC2)ccc1OCC(=O)NCc1ccco1	?	-3.5%[60.1 µM]	?	-2.6%	25.1µM*	-3.6%	?	?	-17.0%
CCCCN(CC)CCCNC(=S)Nc1ccc2nc(N3CCN(C)CC3)cc(C)c2c1	32.0%[activator]	-6.6%	39.8µM*	-9.3%	12.6%	41.6%[activator]	-24.7%	-17.3%	-11.4%
O=C(CSc1nnc(CNC(=O)c2cccs2)o1)Nc1ccc2c(c1)OCO2	-7.3%	-20.5%	5.0%[12.7 µM]	0.1%	-2.2%	0.0%	-18.9%	-22.0%	2.1%
Cc1cc2c(cc1C)NC(CC(=O)Nc1cccc(C)c1C)C(=O)N2 (stereo not given)	-14.8%	13.3%	4.8%[59 µM]	·	-25.1%	0.3%	-2.2%	-7.2%	-14.3%
COC(=O)c1ccccc1NS(=O)(=O)c1cn(C)c(=O)n(C)c1=O	9.6%	-4.9%	?	-2.9%	-7.8%	0.2%	-15.9%	-2.1%	-14.4%
CCCCN(C(=O)C1CCN(C(=O)c2ccccc2C)CC1)c1c(N)n(CCC)c(=O)[nH]c1=O	-3.9%	-10.7%	-49.2%	16.5%	·	·	10.6%	-9.7%	-13.8%
Cc1cc2nc3c(=O)n(C)c(=O)n(C)c3nc2cc1N=CN(C)C	54.0%[activator]	-22.1%	15.8µM*	·	4.2%	-3.6%	2.8%	-11.9%	-9.8%
Cn1c(=O)c(NC2CCCCC2)c2c3c(cccc31)C(=O)c1ccccc1-2	-0.7%	-11.1%	·	1.0%	7.7%	1.4%	16.8%	13.2%	-10.7%
CCOC(=O)C1Nc2ccc(OC(F)(F)F)cc2C2C=CCC12 (stereo not given)	?	-16.8%	·	·	·	·	·	25.1µM*	-8.8%
CCOc1ccccc1CN1CCc2nc(Nc3ccc4c(c3)OCCO4)ncc2C1	-13.9%	1.9%[60.1 µM]	?	·	-1.0%	-3.3%	39.8µM*	56.2µM*	-20.5%
CNC(=O)Cn1c(=O)c2cccn2c2ccc(F)cc21	-7.2%	7.4%	-15.7%[59 µM]	·	-6.6%	0.1%	-7.6%	-12.8%	12.4%
CCOc1ccc(-n2nnnc2SCC(=O)Nc2ccc(NC(C)=O)cc2)cc1	?	7.2%	-3.0%	9.3%	-21.7%	-9.9%	-3.9%	3.8%	-11.0%
O=C(O)c1ccc(N/N=C2/CCSc3ccc(F)cc32)cc1	?	-7.8%	50.1µM*	59.0%[activator]	-17.8%	-0.4%	?	?	?
CCOc1ccc(C(=S)N2CCOCC2)cc1	6.9%	-20.4%	-8.8%[59 µM]	-0.5%	43.7%	-4.4%	6.1%	-3.7%	-6.3%
CC1CCc2nn(CC(=O)NC3CCCC3)cc2C1 (stereo not given)	20.4%	?	3.3%	-3.1%	24.1%	-0.2%	-6.5%	-19.7%	-18.5%
O=C(CSc1nnc2ccccn12)NNC(=O)c1ccccc1	2.4%	15.7%	-4.0%	12.2%	-1.2%	-0.8%	-6.4%	2.6%	-5.3%
O=c1cc(O)n(-c2ccc(F)cc2)c(=S)[nH]1	-9.7%	-6.3%	31.6µM*	2.1%	-10.4%	-2.0%	-1.5%	-3.4%	-10.7%
COC(=O)C1CCN(C(=O)COC(=O)c2cc(-c3ccccc3)nc3ccc(OC)cc23)CC1	20µM*	-45.2%	47.9%[12.7 µM]	?	·	·	6.7%	-2.3%	39.8µM*
Cc1nc(-c2ccc(C(=O)NCCO)cc2)cs1	54.0%[activator]	-2.6%	9.9%[59 µM]	1.1%	5.9%	-5.1%	-23.8%	-20.5%	-6.7%
COc1ccc(OC)c(/C=N/n2c(-c3n[nH]c4c3CCC4)n[nH]c2=S)c1	-19.1%[58.9 µM]	-0.9%	·	-0.7%	3.0%	-6.9%	-5.5%	6.31µM*	-8.2%
CCCn1c(=O)c2ccccc2n2c(SCC(N)=O)nnc12	-2.6%	-8.7%	14.1%	14.8%	20.4%	-2.2%	5.4%	-17.1%	-2.1%
COc1ccc(-c2cc(-c3ccc(N)cc3)nc(N)c2C#N)cc1OC	56.1%[activator]	0.7%	4.2%[0.501 µM]	?	25.4%	-8.2%	5.3%	45.0%[activator]	-19.1%
CCOC(=O)c1c(NC(=O)COC(=O)CNC(=O)c2ccc(Cl)cc2Cl)sc(C(=O)N(C)C)c1C	86.9%[activator]	-1.8%	-13.6%	-5.6%	·	·	6.3%	-14.5%	-11.0%
CN(Cc1ccccc1)C(=O)c1ccc(CSc2nc3cccnc3n2Cc2ccccc2)cc1	29.4%	-2.0%	-21.8%[59 µM]	·	-2.4%	-1.7%	-12.4%	-31.7%	-19.7%
Fc1cccc(CN2CCSCC2)c1	-10.1%	-8.7%	25.1µM*	5.4%	14.5%	-3.7%	50.1µM*	20µM*	-10.3%
Clc1nc(-c2ccccn2)nc2scc(-c3ccccc3)c12	33.7%[activator]	-5.5%	26.2%[59 µM]	5.8%	0.5%	3.1%	2.3%	-24.8%	-5.0%

Given field by field: 2 of the compounds above.
> COC(=O)c1ccccc1NS(=O)(=O)c1cn(C)c(=O)n(C)c1=O
  POLI inh: 9.6% | Pol kappa inh: -4.9% | G9a inh: ? | APE1 inh: -2.9% | POLB inh: -7.8% | BLM inh: 0.2% | BAZ2B inh: -15.9% | JMJD2A Tudor: -2.1% | Pol eta inh: -14.4%
> CCCCN(C(=O)C1CCN(C(=O)c2ccccc2C)CC1)c1c(N)n(CCC)c(=O)[nH]c1=O
  POLI inh: -3.9% | Pol kappa inh: -10.7% | G9a inh: -49.2% | APE1 inh: 16.5% | POLB inh: · | BLM inh: · | BAZ2B inh: 10.6% | JMJD2A Tudor: -9.7% | Pol eta inh: -13.8%

Next records:
mol	POLI inh	Pol kappa inh	G9a inh	APE1 inh	POLB inh	BLM inh	BAZ2B inh	JMJD2A Tudor	Pol eta inh
CCCc1nnc(NC(=O)CCC(=O)NCc2ccccc2Cl)s1	?	-6.5%	·	-12.2%	20.0%	-1.4%	-16.2%	23.7%	-13.0%
O=C(Nc1ccc(Br)cn1)c1ccc2nccnc2c1	?	-14.1%	·	·	·	·	·	-27.0%	-14.0%
Cc1ccc2nc(/C=C/c3cccc(F)c3)ccc2c1	20.6%	-11.4%	-16.8%[59 µM]	3.3%	6.2%	-6.6%	36.1%[activator]	41.3%[activator]	-13.2%
COCCNC(=S)N(CCO)Cc1cc2cc3c(cc2[nH]c1=O)OCCO3	-21.2%	-4.4%	·	-18.4%	?	-0.7%	5.9%	-6.5%	-3.1%
CC(C)(CNC(=O)c1ccccc1NS(C)(=O)=O)N1CCCCC1	143.6%[activator]	-4.9%	17.4%	9.2%	88.8%	-1.1%	-0.3%	-15.7%	-11.7%
C/C(=N\N(c1ccccc1)c1ccccc1)c1ccc(O)cc1	7.5%	-13.4%	79.4µM*	-2.7%	17.3%	-12.3%	50.1µM*	39.8µM*	-10.0%
CCCN(CCC)CCCNC(=O)C1CCN(S(=O)(=O)c2cccc3nsnc23)CC1	8.7%&-12.7%	-3.0%&-27.8%	-11.3%	-10.2%	17.5%&16.2%	1.3%&3.6%	-4.9%	-13.4%&-2.7%	-7.9%&-18.0%
Cc1csc(NC(=O)C2CCN(S(=O)(=O)c3ccccc3F)CC2)n1	73.1%[activator]	-0.8%	-3.6%	-1.9%	-21.4%	-1.4%	-19.5%	-1.7%	-14.8%
O=C(Nc1ccc(S(=O)(=O)N2CCCC2)cc1)c1ccc([N+](=O)[O-])cc1	82.9%[activator]	-10.4%	16.3%	20.5%	29.8%	-3.7%	-0.7%	-28.4%	3.9%
C#CC(C)(C)NC(=O)c1cnc(-c2ccccc2)nc1-c1ccccc1	-15.6%	-7.2%	-8.0%[2.33 µM]	26.7%	-1.8%	-4.5%	6.9%	9.1%	-13.3%
Cc1ccc(C(=O)NCCSC(C)(C)C)cc1	-11.5%	-2.4%	22.9%	4.1%	-0.7%	-1.2%	5.4%	21.6%	-17.9%
COc1ccc2c(c1)c(=O)c(C(=O)c1ccc(F)cc1)cn2CC(=O)Nc1ccc(F)cc1	-10.7%	-10.9%	18.7%	-8.3%	-9.9%	-2.9%	6.2%	-11.0%	-8.1%
Cc1ccc(OCCC(=O)NNC(=O)c2ccc(Br)cc2)cc1	13.0%	4.7%	·	-2.6%	·	·	·	-20.5%	0.0%
CCN(CC)c1ccc2ccc(=O)oc2c1	105.0%[activator]	7.1%	84.8%[activator]	2.5%	-1.1%	1.9%	35.7%	5.3%[11.4 µM]	-14.3%
